# Screens from PubChem BioAssay.
# MRP resist rev: MRP-mediated drug resistance reversal; H69AR cells + 2 uM doxorubicin, CellTiter-Glo, 72 h; differential viability (reversal), % at 10 µM; hit rate 0.04% among 85,000;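 active = viability drop by adding the cancer drug above about 55%, with treated viability meeting a 40% cutoff, limit read from the data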;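 also: viability without doxorubicin minus viability with 2 µM doxorubicin for each compound; larger differential means the compound sensitizes cells more to doxorubicin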
# IL1B NFkB pot: enhances IL-1B driven NFkB nuclear translocation; activation, % at 2 µM; HUVEC IL-1B NFkB p65 nuclear translocation imaging; hit rate 0.3% among 94,000;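 active = activation above 40%, about the mean plus 3 SD, also judged a hit on visual image review; inconclusive = activation above 40% but not a hit on visual review; inactive = activation not above 40% and no visual hit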;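 also: percent activation is computed from the nuclear over cytoplasmic p65 intensity ratio; values of inactives mirror those of a sister screen read the other way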
# Bcl-B TR3 displacers: displacers of TR3 peptide from Bcl-B, primary screen, selectivity assay for Bfl-1 inhibitor project, biochemical, fluorescence polarization. FP displacement of FITC-TR3 peptide from Bcl-B; higher % means a stronger effect. displacement, % at 20 µM; hits with a dose series show IC50 in µM. hit rate 0.11% among 96,000. AID 748;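 active = displacement above 50% at 20 µM plus a fluorescence interference ratio under 1.5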;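 also: plate controls were wells without compound for no effect and wells lacking Bcl-B protein for full effect; a part of the inactive calls stands beside numbers as strong as those of hits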
# PLAP inhibitors HTS: PLAP enzyme inhibitors, biochemical, luminescence, HTS (AID 690). inhibition, % at 20 µM, or IC50 in µM where a hit was titrated. hit rate 0.08% among 96,000. purified PLAP, luminescent substrate; higher % means a stronger effect; in the data active = a potency from the dose series; inactive = the rest, 99 in 100 with inhibition below about 30%; also: strong numbers were not always called active
# IL1B NFkB inh: blocks IL-1B driven NFkB nuclear translocation in HUVEC cells; HUVEC IL-1B NFkB p65 nuclear translocation imaging; inhibition, % at 2 µM; hit rate 0.43% among 94,000;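 active = inhibition above about 30% together with a positive call from visual inspection of the well image, limit read from the data; inconclusive = inhibition above a set limit but visual check negative; inactive = inhibition not above a set limit, visual check negative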;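 also: nuclear over cytoplasmic p65 intensity ratio measured by imaging; 0% = IL-1B stimulated DMSO wells and 100% = unstimulated DMSO wells; values of inactives mirror those of a sister screen read the other way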
# MRP resist rev cytotoxicity: recorded beside MRP resist rev, whose call it bears; viability, %; H69AR cells, CellTiter-Glo, 72 h; measured here: cytotoxicity without doxorubicin
# MRP resist rev with doxorubicin: also measured in MRP resist rev; calls as there; viability, %; measured here: viability with 2 uM doxorubicin; hits give low values
# IL1B NFkB inh cell count 2 µM: second read-out of IL1B NFkB inh, no call of its own (marks repeat the call); cell count; measured here: cells passing quality filter;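 raw number of nuclei counted in each imaged well without normalization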
# IL1B NFkB pot cell count 2 µM: also measured in IL1B NFkB pot; calls as there; cell count; measured here: cells passing quality filter
# * = called active by the depositor; ? = inconclusive; · = no result given. Not all compounds are listed; the hit share may differ from the screen's.
SMILES,MRP resist rev,MRP resist rev cytotoxicity,MRP resist rev with doxorubicin,IL1B NFkB pot,IL1B NFkB pot cell count 2 µM,Bcl-B TR3 displacers,PLAP inhibitors HTS,IL1B NFkB inh,IL1B NFkB inh cell count 2 µM
Cc1cccc2c1NC(=O)C2(c1ccc(O)cc1)c1ccc(O)cc1,·,·,·,-5,172,-4%,-1%,5,172
CC(=O)CCCCn1c(=O)c2c(ncn2C)n(C)c1=O,21,91,70,?,·,1%,11%,-43,152
